# Compound activity from PubChem.
# G6PDH CS – L. mesenteroides G6PDH inhibitors, counter-screen for G6PDH-coupled screening assays, biochemical, Leuconostoc mesenteroides enzyme; glucose-6-phosphate dehydrogenase [Leuconostoc mesenteroides]; Purified L. mesenteroides G6PDH, diaphorase/resazurin coupled fluorescence, 45 min; inhibition, % at 5 µM; hit rate 0.12% among 200,000; AID 1020, 2008; in the data active = inhibition above about 50%
# PMI act satM6P – human PMI activators, high substrate, primary screen, biochemical, fluorescence intensity, near-saturating mannose 6-phosphate; activation factor at 20 µM; AID 1216, 2008; hit rate 0.34% among 190,000; coupled PMI enzyme assay, resazurin fluorescence, 20 min; stronger effect = higher value; 1 = untreated enzyme, 0 = substrate-free blank; Mannose-6-phosphate isomerase (Homo sapiens), P34949;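 active = activation factor of 2 or more at 20 µM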
#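 Material: human phosphomannose isomerase with PGI, G6PDH, diaphorase coupling enzymes; amount: PMI at 15 ng/mL final; also added: Mannose-6-phosphate 1.0 mM (near-saturating) plus 0.22 mM NADP+; incubation: enzyme reaction with compound 20 min at room temperature; signal: resorufin fluorescence (Ex 544/Em 590 nm) from resazurin via diaphorase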
# TNAP act hiacc – TNAP activators at high phosphate acceptor level, primary screen, biochemical, luminescence, uHTS | activation factor at 20 µM | purified TNAP, CDP-star luminescence, 1 M DEA, 30 min; stronger effect = higher value; 0 = EDTA background, 1 = DMSO-only activity | AID 1136, 2008 | 200,000 tested, under 10 active | Alkaline phosphatase, tissue-nonspecific isozyme (Homo sapiens), P05186;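 active = activation factor at least 2 at 20 µM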
# Target sequence (P05186 whole entry, looked up): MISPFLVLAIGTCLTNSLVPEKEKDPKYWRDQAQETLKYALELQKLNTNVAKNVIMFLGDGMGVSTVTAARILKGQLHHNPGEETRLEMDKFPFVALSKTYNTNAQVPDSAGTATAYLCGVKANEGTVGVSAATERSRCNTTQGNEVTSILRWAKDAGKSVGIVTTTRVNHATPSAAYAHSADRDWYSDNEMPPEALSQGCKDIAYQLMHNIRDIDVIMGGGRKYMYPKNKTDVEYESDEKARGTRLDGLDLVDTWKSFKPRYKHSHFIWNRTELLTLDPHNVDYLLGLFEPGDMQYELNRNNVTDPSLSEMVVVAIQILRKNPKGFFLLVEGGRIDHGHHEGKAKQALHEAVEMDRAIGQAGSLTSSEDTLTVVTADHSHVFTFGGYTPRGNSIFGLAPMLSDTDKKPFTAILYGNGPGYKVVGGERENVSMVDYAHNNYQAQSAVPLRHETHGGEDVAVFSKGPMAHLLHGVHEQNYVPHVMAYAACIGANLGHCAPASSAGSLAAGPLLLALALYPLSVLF
#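 Dosing: 20 µM single point. System: human TNAP. Amount: TNAP 1/800 final. Incubation: 30 min, room temperature. Read-out: TNAP activation factor scaled between EDTA and DMSO control wells. Signal: luminescence from CDP-star hydrolysis. Medium: 1 M DEA, pH 9.8, Mg2+, Zn2+. Control set: EDTA negative control, DMSO positive control.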
# Efa HMGR inh – inhibitors of E. faecalis class II HMGR, primary screen, biochemical, Enterococcus faecalis; hit rate 0.41% among 190,000; inhibition, % at 10 µM; HMG-CoA reductase (Enterococcus faecalis, mvaE); purified E. faecalis HMGR, NADPH absorbance 340 nm kinetic;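 active = inhibition above a set limit, the median over all tested compounds plus 3 SD, cut at about 9.5% in these data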;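 note: enzyme runs in reverse so mevalonate oxidation gives rising NADPH absorbance; 0% = complete reaction with DMSO and 100% = background rate lacking mevalonate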
# FLuc stim CS – FLuc activators, initial screening, artefact control for FLuc-dependent activation tests, biochemical, ATPlite luminescence; AID 1027, 2008; activation factor at 10 µM; ATPlite luciferase biochemical, 10 min; 0 = ATP-free wells, 1 = DMSO control; 200,000 tested, under 10 active; Luciferin 4-monooxygenase (Photinus pyralis), P08659;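 active = luciferase activation factor, scaled between plate controls, of at least 2 with compound at 10 µM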
# Target sequence (P08659 whole entry, looked up): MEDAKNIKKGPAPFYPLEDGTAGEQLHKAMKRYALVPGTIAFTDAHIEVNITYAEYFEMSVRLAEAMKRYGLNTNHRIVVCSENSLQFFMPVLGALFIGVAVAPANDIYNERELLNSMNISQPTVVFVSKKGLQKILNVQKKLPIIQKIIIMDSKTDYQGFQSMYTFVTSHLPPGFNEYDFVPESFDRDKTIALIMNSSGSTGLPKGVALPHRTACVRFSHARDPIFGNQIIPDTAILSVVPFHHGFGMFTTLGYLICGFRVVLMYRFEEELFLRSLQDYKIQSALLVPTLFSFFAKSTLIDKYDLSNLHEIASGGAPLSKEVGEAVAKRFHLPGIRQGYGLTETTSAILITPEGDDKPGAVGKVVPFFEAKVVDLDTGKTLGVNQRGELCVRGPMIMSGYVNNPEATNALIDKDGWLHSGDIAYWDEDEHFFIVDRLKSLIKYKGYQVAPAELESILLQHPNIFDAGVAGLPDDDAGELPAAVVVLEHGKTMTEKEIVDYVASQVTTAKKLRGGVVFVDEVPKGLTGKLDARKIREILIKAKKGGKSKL
#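 Material: Luciferase/luciferin reagent mix; Doses: test compounds dosed from 2 mM stocks in 100% DMSO; Schedule: 10 min incubation after luciferase reagent addition, room temperature; Measured by: luminescence from luciferase reaction; Read-out: luminescence gain marking luciferase activators.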
# TNAP inh no acc – human TNAP enzyme inhibitors, primary screen, biochemical, luminescent, no phosphate acceptor, uHTS | Alkaline phosphatase, tissue-nonspecific isozyme (Homo sapiens), P05186 | purified TNAP, CDP-star luminescence, 30 min | inhibition, % at 20 µM | hit rate 0.26% among 200,000 | AID 1012, 2008;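 active = tissue-nonspecific alkaline phosphatase inhibition above about 50% at 20 µM in the single-dose screen, limit read from the data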;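 note: 0% = DMSO negative control and 100% = EDTA positive control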
# Diaph act CS – compounds boosting diaphorase resazurin reduction – biochemical, uHTS, resorufin fluorescence, counter-screen for diaphorase-coupled primary assays, primary screen. activation factor at 20 µM. AID 1229, 2008. hit rate 0.005% among 190,000. Diaphorase/resazurin coupled assay, 16 min; stronger effect = higher value; 1 = vehicle wells, 0 = NADH-free wells;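 active = diaphorase activity raised at least twofold by the compound at 20 µM; inactive = activation factor below 2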
#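 Material: purified diaphorase enzyme from Clostridium kluyveri; Also added: 0.114 mM NADH and 0.1 mM resazurin, final amounts; Doses: single compound dose of 20 µM, 1% DMSO final; Times: 16 min enzyme reaction, ambient temperature; Detection: resorufin fluorescence, excitation 544 nm, emission 590 nm; Measure: increased resorufin signal from activators or reducing compounds.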
# PMI act – activators of human PMI, primary screen, biochemical, fluorescence intensity, near-Km mannose 6-phosphate | Mannose-6-phosphate isomerase (Homo sapiens), P34949 | purified human PMI, coupled resazurin fluorescence, 20 min; stronger effect = higher value; 1 = vehicle control, 0 substrate-free wells | activation factor at 20 µM | hit rate 0.005% among 190,000;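 active = activation factor of 2 or more at 20 µM, relative to plate controls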
# TNAP inh hiacc – human TNAP enzyme inhibitors, primary screen, biochemical, luminescent, high phosphate acceptor level, uHTS; Alkaline phosphatase, tissue-nonspecific isozyme (Homo sapiens), P05186; purified TNAP, CDP-star luminescence, 1 M DEA; inhibition, % at 20 µM; hit rate 0.03% among 200,000; AID 1135, 2008;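 active = over 50% inhibition of tissue-nonspecific alkaline phosphatase at 20 µM in the single-dose screen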;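 note: plate controls were DMSO wells for no effect and EDTA-quenched wells as full inhibition for full effect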
# Diaph inh CS – diaphorase inhibitors and chemical oxidizers, primary screen, counter-screen for diaphorase-coupled primary assays, biochemical, uHTS, resorufin fluorescence; diaphorase resazurin-to-resorufin fluorescence, NADH, 16 min; bacterial (C. kluyveri) enzyme, not human; inhibition, % at 20 µM; hit rate 0.69% among 190,000;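 active = primary screen inhibition at 20 µM above a set limit, cut at about 50% in these data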;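 note: plate controls were DMSO with full reaction for no effect and wells lacking NADH for full effect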
#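 System: Diaphorase enzyme from Clostridium kluyveri | Amount: Enzyme working solution with 0.14 U/mL diaphorase | Benchmarks: No-NADH positive control and DMSO neutral control | Signal: Fluorescence of resorufin formed from resazurin, Ex 544/Em 590 nm | Schedule: 16-min room-temperature incubation before reading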
# Numbers without * were called inactive; . = no result given.
SMILES,G6PDH CS,PMI act satM6P,TNAP act hiacc,Efa HMGR inh,FLuc stim CS,TNAP inh no acc,Diaph act CS,PMI act,TNAP inh hiacc,Diaph inh CS
O=C(COc1ccccc1-c1ccccc1)Nc1ccc(S(=O)(=O)NCc2ccco2)cc1,1,1.1,1.1,-3,1.1,-20,0.8,1,-6,25
CCn1c(=N)c(S(=O)(=O)c2ccc(F)cc2)cc2c(=O)n3ccccc3nc21,-2,1,1,-6,1.1,-6,0.9,1,-3,11
O=C(CN1CCN(c2ccc([N+](=O)[O-])cc2)CC1)Nc1nccs1,20,1,0.9,-5,1,-7,0.9,1,11,6
O=C(NCc1cccs1)c1cc2c(s1)CS(=O)(=O)C2,3,1,1,-16,1.1,1,0.9,0.9,0,14
CC1CCC(C(C)C)C(OC(=O)CSc2nc(N)cc(=O)[nH]2)C1 (stereo not drawn),-1,0.9,1.1,0,1.1,-11,0.8,0.9,-5,18
COc1ccc(OC(C)C(=O)N2CCC(C)CC2)cc1 (stereo not drawn),4,1,1.1,-1,1.1,-14,0.9,1,-10,8
COc1ccc(-c2csc(-c3cc4ccccc4oc3=N)n2)cc1,-83,0.8,1,-4,0.7,0,0.8,0.8,0,23
CC(C)c1ccc(S(=O)(=O)N2CCN(C(=S)NCc3ccco3)CC2)cc1,15,0.9,1,1,1,-19,0.9,0.6,0,12
C/C(=N\NC(=O)COc1ccc(C)cc1C(C)C)c1ccc(-n2ccnc2)cc1,-7,1,1,-2,0.6,8,1,0.8,0,1
CCOC(=O)N1CCC(n2c(SCC(=O)NCCC3=CCCCC3)nc3ccccc3c2=O)CC1,0,1,1,0,1,-7,0.9,0.9,-2,6
Cc1ccc(-c2c3c(=O)n(C)c(=O)n(C)c3cn2CCCN2CCOCC2)cc1,-3,1.1,1.1,2,1.1,-4,1,1.1,-9,4
CCNC(=S)N/N=C/c1cccc(C)c1,1,1,1,-8,0.8,-10,0.9,0.9,1,10
Cc1ccccc1-c1nc(CN2CCC(C(=O)NCC3CCCO3)CC2)c(C)o1 (stereo not drawn),3,1,1,7,1,-9,1,0.9,-3,1
Cc1nc2ccccc2n1CC(O)COc1ccc(Br)cc1 (stereo not drawn),9,0.9,1.1,1,1.1,-4,0.7,0.8,-7,31
NC(=O)C(c1ccccc1)C1CCCC1 (stereo not drawn),-12,0.9,1.1,2,1,-12,0.8,0.9,-7,21
CCC(=O)N1N=C(c2ccc(NS(C)(=O)=O)cc2)CC1c1ccc(N(C)C)cc1 (stereo not drawn),-5,0.9,1,-4,1,6,0.9,1,-3,9
C(=N\n1c2ccccc2c2ccccc21)/c1ccccc1,-16,0.9,1,-1,1,1,0.8,0.8,4,20
CCOn1c(=O)c(=O)n(O)c2ccccc21,17,0.8,1.1,2,1.1,-10,0.7,0.8,-6,25
CCOC(=O)NC(NC(=S)Nc1ccccc1[N+](=O)[O-])C(Cl)(Cl)Cl (stereo not drawn),14,1,1,-8,1.1,4,0.8,0.9,0,17
CCCCNC(=O)COC(=O)c1cc(S(=O)(=O)N2CCCCCC2)ccc1OC,2,1,1.1,1,1.1,-12,0.9,1,-8,14

# In the list so far, 2 contain a furan ring, fused or not:
SMILES,G6PDH CS,PMI act satM6P,TNAP act hiacc,Efa HMGR inh,FLuc stim CS,TNAP inh no acc,Diaph act CS,PMI act,TNAP inh hiacc,Diaph inh CS
O=C(COc1ccccc1-c1ccccc1)Nc1ccc(S(=O)(=O)NCc2ccco2)cc1,1,1.1,1.1,-3,1.1,-20,0.8,1,-6,25
CC(C)c1ccc(S(=O)(=O)N2CCN(C(=S)NCc3ccco3)CC2)cc1,15,0.9,1,1,1,-19,0.9,0.6,0,12

# The results go on:
SMILES,G6PDH CS,PMI act satM6P,TNAP act hiacc,Efa HMGR inh,FLuc stim CS,TNAP inh no acc,Diaph act CS,PMI act,TNAP inh hiacc,Diaph inh CS
COc1cc(NC(=S)NCCN2CCOCC2)cc(OC)c1OC,10,0.8,1.1,-1,1,-11,0.6,0.9,-12,43
COc1ccc(CCNC(=O)CSc2ccc(-c3cccs3)nn2)cc1,7,1,1.1,-8,1,-12,0.9,1,-6,8
O=C(COC(=O)Cc1cccc(C(F)(F)F)c1)NC1CC1,6,1.1,1,0,1.1,-10,1,1,0,2
CCCCCCCCCc1nc(N)n[nH]1,2,1,1,-2,1,-16,0.9,1,-2,8
O=C(CN1CCC(n2nnc3cc(C(F)(F)F)ccc32)CC1)NCc1cccs1,6,1,1,1,1.1,-10,0.9,1,-4,11
CCN(CC)CCN1C(=O)C(=O)/C(=C(/O)c2ccncc2)C1c1ccccc1 (stereo not drawn),6,1,1,-3,1.1,-5,0.9,1.1,-4,14
COc1ccc(-c2oc(NC(=O)CCl)c(C#N)c2-c2ccc(OC)cc2)cc1,2,0.9,1,-4,1.1,24,0.8,1,-1,21
O=C(Nc1nc2ccccc2s1)c1ccc2c(c1)S(=O)(=O)c1ccccc1C2=O,2,0.9,1,0,1,-2,0.9,1,3,14
Cc1cccc(NC(=O)C(c2ccccc2Cl)N2CCOCC2)c1 (stereo not drawn),2,1,1,-7,1,-7,0.9,1,2,7
O=C1C2CCCN2c2ccc(S(=O)(=O)N3CCOCC3)cc2N1Cc1cccc(C(F)(F)F)c1 (stereo not drawn),5,1.3,1,-8,1.1,0,0.8,1.2,-2,15
OCc1ccc(O)c2ncccc12,53*,0.7,1,-2,1.1,-7,0.7,0.7,-3,28
O=C(Cc1c2ccccc2nc2ccccc12)c1ccccc1,-1,1.4,1,.,1.1,-9,0.9,1.4,-2,8
Cc1cc(N2CCN(c3ccccc3)CC2)n2c(n1)nc1ccccc12,6,1,1.1,-2,1,-8,1,1,-6,0
CCc1ccc(Nc2nnc(SCC(=O)Nc3sccc3C(N)=O)s2)cc1,3,0.9,1,-5,0.6,8,0.8,0.9,-1,25
CCOC(=O)C1=C(C)N(C)C(C)=C(C(=O)OCC)C1c1ccc(Cl)cc1,10,0.8,1,-3,1,-11,0.8,0.9,-4,24
Cc1cc(SCC(=O)Nc2ncc(Cl)cc2Cl)nc2ccccc12,-22,1,1,-1,1,-15,0.8,0.9,-4,16
O=C(c1ccc(F)cc1)C1CCN(CCn2c(=S)[nH]c3ccccc3c2=O)CC1,8,1.1,1,0,1,1,0.9,1.1,-1,11
COc1cc(C(=O)Sc2ccc(C)cc2)cc(OC)c1OC,-3,1,1,2,1,-8,0.8,0.9,-2,18
COc1ccc2c(=O)c3c(=O)n(Cc4ccco4)c(-c4ccccc4)nc3oc2c1,11,1,1,-3,1,-5,0.8,1,0,21
COc1ccc(OCCSc2nnc3c(Cl)cc(Cl)cn23)cc1,2,1,1,-7,1,-20,1,1,0,2
Cc1cccc(-n2c(N)cc(=O)nc2SCC(=O)Nc2nnc(CC(C)C)s2)c1,2,1,1.1,-1,1,-14,0.8,0.9,-7,20
O=C(CC1Nc2ccccc2NC1=O)NCCc1ccccc1 (stereo not drawn),-1,1.1,1,-6,1,-12,0.8,1,-1,18
Cc1cccc(NC(=O)CSc2nc(N)cc(N)n2)c1,2,1,1,-5,1.1,2,0.9,1,1,10
CC(=O)c1cccc(NS(=O)(=O)c2cc(OCC(N)=O)c(C)cc2Cl)c1,6,0.9,1,5,1,-10,0.8,0.9,-4,17
CN(C)S(=O)(=O)c1cccc(NC(=O)CCc2c[nH]c3ccccc23)c1,4,1,1,-4,1,-2,0.9,0.9,0,13
O=c1c2ccccc2cnn1Cc1n[nH]c(=S)n1-c1ccc(Cl)cc1Cl,6,0.9,1,-4,1.1,-10,0.8,1,-2,21
COCCn1c(NCc2ccc(C)cc2)nc2c1c(=O)[nH]c(=O)n2C,-2,1,1,-4,1.1,-6,0.9,1,-2,10
Cc1cc(=O)c2ccccc2[nH]1,7,1,1,-1,1.1,-4,0.9,1,-5,8
COc1ccc(-c2nc(CSCC(=O)N3CCc4ccccc43)c(C)o2)cc1OC,8,1,1.1,-7,1.1,-4,0.8,0.9,-6,16
CCOC(=O)c1cnc2nc[nH]n2c1=O,20,1.2,1,1,1,-6,1,1.3,-4,-1
CCc1noc(C)c1C(=O)N1CCCC1,-20,1,1,2,1.1,7,0.9,1,0,5
CCOc1ccc(-n2cccc2C=O)cc1,2,1,1,-10,1,-3,1,0.9,5,4
Cn1nc(OC(=O)Nc2cccc(Cl)c2)cc1C(F)(F)F,6,1,1,-5,1.1,3,0.9,1,-5,7
Cn1c(C(=O)N2CCCC(C(=O)NCCCSC3CCCCC3)C2)cc2sccc21 (stereo not drawn),6,0.9,1.1,0,1.1,-12,0.8,0.9,-9,17
Cc1cc(NC(=O)CCCN2C(=O)c3cccnc3C2=O)ccc1Br,3,0.9,1,-5,1,2,0.9,0.9,-3,8
Cc1c(NC(=O)c2ccc(N(C)S(=O)(=O)c3ccccc3)cc2)c(=O)n(-c2ccccc2)n1C,2,1,1,-4,1,-16,1,1.1,-5,5
O=C(O)c1ccc(NC(=O)C2C3CCC(C3)C2C(=O)O)cc1 (stereo not drawn),14,1.1,1,-1,1.1,0,0.9,1.2,-5,13
O=C(CSc1nnnn1-c1ccccc1)Nc1ncc(Cc2ccccc2Cl)s1,14,1,1,-3,1,-2,1,0.9,0,1
